UTI89 phage lysis – inhibition of K1F phage lysis, E. coli UTI89, bacterial capsule biogenesis inhibitors, alamar blue (AID 488966); E. coli UTI89 K1F phage lysis, alamar blue, 2 h; higher % means a stronger effect; inhibition, % at 100 µM; hits with a dose series show IC50 in µM; 340,000 tested, 0.02% active;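 active means phage lysis inhibition, versus mean bacterial control, above a set limit; inconclusive means no clear call, values can overlap the other calls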;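 further: capsule biogenesis inhibitors block K1F phage lysis so surviving cells raise fluorescence; higher fluorescence means more inhibition of phage lysis; actives were called in the ten point dose series up to 300 µM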
RSV antiviral HEp-2 – RSV antiviral activity via CPE protection, HEp-2 cells, primary 10 µM value included (AID 2391); HEp-2 cells, RSV-induced CPE inhibition; higher % means a stronger effect; CPE inhibition, % at 10 µM, or IC50 in µM where a hit was titrated; 310,000 tested, 0.13% active; in the data active means a potency from the dose series; inconclusive means CPE inhibition mostly from about 23% at the one dose, without a potency; inactive means the rest, 99 in 100 with CPE inhibition below about 21%; further: strong numbers were not always called active
West Nile virus CPE – West Nile virus antiviral activity, cell-based, CPE readout (AID 1621); West Nile virus-infected cells, CPE inhibition; higher % means a stronger effect; one-dose CPE inhibition, % at 10 µM; IC50 in µM for titrated hits; 290,000 tested, 0.02% active; in the data active means a potency from the dose series; inconclusive means CPE inhibition mostly from about 3.7% at the one dose, without a potency; inactive means the rest, 99 in 100 with CPE inhibition below about 2.2%; further: strong numbers were not always called active
NTR1 agonist – agonists of NTR1, primary screen, imaging, U2OS cells, beta-arrestin-GFP, high content (AID 493036) | Neurotensin receptor type 1 (Homo sapiens), P30989 | NTR1-U2OS beta-arrestin-GFP spot imaging, agonist mode | 330,000 tested, 0.17% active | activation, % at 20 µM;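 active means activation at or above 40% of the spot to cytoplasm intensity ratio, with at least 20 cells analyzed; inconclusive means wells under 20 cells, flagged as cytotoxic or low count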;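 further: 0% = DMSO without peptide and 100% = 100 nM NTR1 peptide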
Target sequence (P30989 whole entry, looked up): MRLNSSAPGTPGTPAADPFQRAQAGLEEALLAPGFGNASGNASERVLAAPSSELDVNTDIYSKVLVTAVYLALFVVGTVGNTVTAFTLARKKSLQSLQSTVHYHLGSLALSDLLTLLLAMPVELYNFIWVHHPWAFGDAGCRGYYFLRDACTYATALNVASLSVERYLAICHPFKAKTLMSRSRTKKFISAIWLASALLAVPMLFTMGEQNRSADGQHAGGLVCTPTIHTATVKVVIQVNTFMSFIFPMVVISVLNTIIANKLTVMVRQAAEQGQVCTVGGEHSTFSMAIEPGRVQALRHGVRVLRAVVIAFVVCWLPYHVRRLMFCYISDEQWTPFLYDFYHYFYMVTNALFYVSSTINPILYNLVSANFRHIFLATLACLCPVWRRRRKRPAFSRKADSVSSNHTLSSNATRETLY
NS5 inhibitors – Dengue-2 NS5 methyltransferase inhibitors, primary screen, biochemical, confirmation dose response (AID 588689) | Genome polyprotein (Dengue virus type 2 (strain 16681-PDK53)) | inhibition, % at 25 µM; hits with a dose series show IC50 in µM | Dengue-2 NS5 methyltransferase capping enzyme assay, biochemical; higher % means a stronger effect | 340,000 tested, 0.3% active; in the data active means a potency from the dose series; inconclusive means inhibition above about 29% without an active follow-up result
PhoP inhibition – inhibitors of PhoP regulon expression, primary screen, Salmonella Typhimurium, GFP reporter (AID 1863); 300,000 tested, 0.16% active; one-dose inhibition, % at 50 µM; IC50 in µM for titrated hits; S. Typhimurium PhoP-regulated promoter GFP reporter, 4 h; higher % means a stronger effect;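 active means inhibition over 29.93%, a cutoff 3 SD above the screen mean, later confirmed by dose response; inconclusive means inhibition over 29.93% but no dose response follow-up; inactive means inhibition at most 29.93% or unconfirmed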;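 further: 0% = low Mg2+ inducing control and 100% = high Mg2+ repressing control; strong numbers were not always called active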
Large T inhibition – SV40 large T antigen inhibitors, biochemical (AID 1903). 310,000 tested, 0.39% active. one-dose inhibition, % at 20 µM; IC50 in µM for titrated hits. SV40 large T antigen ATPase/helicase inhibition assay; higher % means a stronger effect; in the data active means a potency from the dose series; inconclusive means inhibition mostly from about 32% at the one dose, without a potency; inactive means the rest, 99 in 100 with inhibition below about 32%; further: strong numbers were not always called active
Rac1 GTP hydrolysis – MgcRacGAP GTPase-activating activity inhibitors, confirmation, biochemical, ADP Hunter fluorescence; Rac GTPase-activating protein 1 (Homo sapiens); MgcRacGAP-stimulated Rac1 GTP hydrolysis, ADP Hunter fluorescence; higher % means a stronger effect; GST-tagged Rac1 F28L mutant substrate; one-dose inhibition, % at 30 µM; IC50 in µM for titrated hits; 340,000 tested, 0.6% active; AID 624330, 2012;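 active means first-screen hits whose inhibition reached a set limit at any dose in the follow-up dose series; inconclusive means inhibition above the set first-screen limit but never retested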;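 further: fluorescence reports GDP produced by GAP-driven GTP hydrolysis; strong numbers were not always called active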
T cell modulator – modulators of CD8 T cell-vesicle binding, primary screen, mouse 2C CD8+ T cells, flow cytometry; 330,000 tested, 0.068% active; 2C CD8+ T cell-vesicle binding; active compounds read low; calls only at 7 µM;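 active means response, share of CD8 T cells binding vesicles, and their 90th percentile fluorescence all below set limits, cut at about 80% in these data, passing the limit was not always enough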
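Also added: QL9-peptide-loaded Drosophila micro-vesicles bearing Ld, ICAM-1 and B7-1; Test system: purified 2C TCR transgenic mouse naive CD8+ T cells; Measured by: cytometric PE anti-B7-1 and Alexa647 anti-CD8 signals after 1% paraformaldehyde fixation; Timing: binding step 1.5 h, 37 °C, antibody labelling 20 min, ice.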
T cell modulator vesicle-bound % – second read-out of T cell modulator, no call of its own (marks repeat the call); double positive events, %; measured here: CD8+ vesicle-bound cell fraction;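 binding gate set so that unloaded-vesicle control wells show 10% double positive cells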
NTR1 agonist cell count 20 µM – also measured in NTR1 agonist; calls as there; cell count; measured here: cell count, cytotoxicity flag
* marks the source's active call; other numbers are inactive results; i = inactive; ? = inconclusive; nt = no result given; [ ] = another dose, or the depositor's remark.

SMILES | UTI89 phage lysis | RSV antiviral HEp-2 | West Nile virus CPE | NTR1 agonist | NTR1 agonist cell count 20 µM | NS5 inhibitors | PhoP inhibition | Large T inhibition | Rac1 GTP hydrolysis | T cell modulator | T cell modulator vesicle-bound %
COC(=O)Nc1ccc(S(=O)(=O)Nc2ccccc2F)cc1 | -3.5% | 1.5% | -0.2% | 2.2 | 44 | 1.6% | 6.0% | 4.5% | 5.4% | i | 48.6
S=c1nc(-c2ccccc2)n(CCCN2CCOCC2)c2c1CCCC2 | 0.0% | 2.8% | -0.1% | 0.4 | 40 | -0.7% | -14.8% | 11.2% | 12.9% | i | 64.1
COc1ccc(-c2[nH]ncc2CN(C)Cc2cccnc2)c(F)c1 | 0.1% | 1.2% | -0.5% | 0.1 | 78 | -12.7% | -0.4% | 1.4% | -0.1% | i | 59.6
CCCNc1nc(C)cc(-c2cc(-c3ccccc3)on2)n1 | -0.5% | 1.1% | 0.2% | 0.4 | 92 | 6.6% | 0.2% | 2.6% | 8.3% | i | 24.7
COc1ccc(CCN2C(=O)CC(NNC(=O)c3ccccc3Br)C2=O)cc1 (stereo not given) | 4.4% | 1.7% | -0.6% | -1.4 | 49 | -3.0% | 16.3% | -2.2% | 4.8% | i | 35.9
COC(=O)c1ccncc1C(=O)Nc1ccc(Oc2ncc(C(F)(F)F)cc2Cl)cc1 | 0.3% | 1.2% | -0.2% | -1.3 | 102 | -3.3% | -5.1% | 9.3% | 5.4% | i | 64.6
O=C(CSc1ccccc1)Nc1cc(Cl)ccc1Oc1ccccc1 | 0.8% | 3.0% | -0.4% | 1.7 | 35 | -1.5% | 26.8% | 5.8% | 10.5% | i | 41.6
CC(C)(C)OC(=O)NCCCCCNC(=O)c1nc[nH]c1C(=O)N1CCN(C(=O)OC(C)(C)C)CC1 | 1.7% | 0.5% | nt | 1.6 | 45 | 2.5% | nt | nt | 7.8% | i | 19.9
O=C(CSc1n[nH]c(=O)n1Cc1ccco1)c1ccc2c(c1)OCCO2 | 0.1% | 0.1% | -0.4% | -0.2 | 89 | -2.6% | -12.9% | 4.3% | 5.0% | i | 17.7
Cc1ccc(Nc2nc(-c3ccc(F)cc3)cs2)nc1 | -1.3% | 7.0% | -1.1% | 4.1 | 65 | 7.2% | -0.6% | 9.9% | 2.9% | i | 59.3
Cc1ccc2c(c1)Oc1ccc(NC(=O)CCl)cc1C(=O)N2 | -0.3% | -1.9% | -1.0% | 1.3 | 90 | -10.8% | -10.3% | -0.7% | 12.4% | i | 54.5
COc1cccc(C(=O)Nc2cnn(C(C)C)c2)c1 | 0.8% | 3.7% | -0.3% | -1.3 | 41 | -3.7% | 1.2% | 10.0% | 4.8% | i | 39.5
CN(CC(=O)NC1CCCCCCC1)S(=O)(=O)c1cccc2cccnc12 | 13.2% | 0.8% | -0.9% | 2.5 | 46 | -2.2% | -6.2% | 6.2% | -0.3% | i | 42.8
CC(C)CC1=NN(C(=O)c2ccncc2)C(O)(C(F)(F)F)C1 (stereo not given) | 1.5%[50 µM] | 0.9% | 0.4% | -0.4 | 68 | -1.9% | -4.8% | -8.4% | 4.2% | i | 50.0
COc1ccc(N(C=O)C(C(=O)Nc2c(C)cccc2C)c2ccccc2)cc1 (stereo not given) | 0.4% | nt | nt | -0.6 | 54 | -3.8% | nt | 4.5% | 3.5% | i | 25.8
COC(=O)/C=C(\Oc1ccccc1)C1(O)CCCCC1 | -0.7% | 3.5% | 1.4% | 0.2 | 60 | 3.1% | -1.6% | 6.2% | 13.8% | i | 15.3
CC(C)CCN1CCN(Cc2cccn2-c2ccc(Cl)cn2)CC1CCO (stereo not given) | 0.4% | -2.0% | -0.9% | 0.4 | 45 | 2.2% | 3.7% | 4.5% | 6.2% | i | 61.0
Cc1cccc(NC(=O)CSc2nnc(CNC(=O)c3ccco3)n2C)c1 | 0.4% | 3.4% | 0.3% | -0.3 | 67 | 0.8% | 8.7% | 2.1% | 8.0% | i | 33.1
CSc1cccc(NC(=O)C2CCN(S(=O)(=O)c3cnc[nH]3)CC2)c1 | 0.0% | 2.6% | 1.4% | -0.2 | 71 | -4.4% | -5.1% | 9.6% | 1.8% | i | 10.8
O=C(CN(C(=O)c1csnn1)c1ccccc1F)NC1CCCCC1 | 0.2% | 1.0% | -0.3% | 1.5 | 59 | 0.0% | 2.9% | 13.2% | 3.0% | i | 38.3
O=S(=O)(/N=C(/Nc1cccnc1Cl)c1ccccc1)c1ccccc1 | 0.6%[50 µM] | nt | nt | 1.8 | 56 | 5.5% | nt | nt | 2.9% | i | 33.2
CC1Cc2ccccc2N1C(=O)Cn1c(=O)oc2cc(S(=O)(=O)NC3CCCC3)ccc21 (stereo not given) | 1.2% | 3.8% | -0.5% | 0.8 | 57 | 0.0% | 2.2% | -1.0% | 4.0% | i | 12.9
CCOc1cc(S(=O)(=O)N2CCN(c3ccc(F)cc3)CC2)c(OCC)cc1-n1cnnn1 | 2.1% | 1.3% | 0.0% | 0.6 | 61 | -4.1% | 1.7% | 1.5% | 7.6% | i | 39.1
CC(C)(C)c1ccc(-c2nc(O)c(CC(=O)O)s2)cc1 | nt | 3.5% | 0.1% | -0.9 | 46 | nt | -11.7% | 31.3% | nt | i | 29.6
CCNC(=O)COc1cccc(C(=O)NCc2ccccc2)c1 | 1.2% | 1.5% | 0.1% | -1.0 | 42 | 2.2% | -8.7% | 6.6% | 3.7% | i | 29.5
O=C(CN1C(=O)c2cccc3cccc(c23)C1=O)N1CCN(Cc2ccc3c(c2)OCO3)CC1 | 1.3% | 1.9% | 0.1% | 1.7 | 85 | 0.0% | -1.6% | 17.5% | -0.9% | i | 1.7
CCN(C(=O)CCS(=O)(=O)c1ccc(Br)cc1)c1ccc2c(c1)OCO2 | 4.9% | 2.2% | -0.6% | -0.6 | 39 | 1.4% | -2.0% | 1.9% | 2.8% | i | 13.3
COc1ccc(-n2c(SCCC(=O)O)nnc2-c2ccncc2)cc1 | 0.1% | 1.0% | 0.2% | 2.4 | 26 | 8.1% | 7.1% | 1.2% | 5.9% | i | 58.1
CCCN(CC(=O)Nc1ccc(NC(C)=O)cc1)CC(=O)Nc1ccc(F)c(F)c1F | 0.1% | 1.6% | -0.5% | -0.3 | 52 | 0.0% | 4.1% | 6.9% | 5.2% | i | 22.9
CCOc1ccc(N2C(=O)CC(n3nc(C)cc3C)C2=O)cc1 (stereo not given) | 0.0% | -0.5% | 0.7% | -0.5 | 41 | 0.0% | -15.1% | 1.6% | 13.7% | i | 14.9
COc1cccc(CNCc2ccccc2Br)c1OC | 0.1% | -0.9% | -0.2% | -0.3 | 50 | -5.0% | -2.8% | 15.9% | 145µM* | i | 54.1
COc1cc(/C=N/Nc2nncn2/N=C/c2ccc(O)c(OC)c2)ccc1O | 0.0% | -1.3% | 0.1% | 0.4 | 40 | 3.7% | -3.4% | 12.9µM* | 43.6µM* | i | 54.5
O=C(c1nc2ccccn2c1CNCC1OCCc2ccccc21)N1CCOCC1 (stereo not given) | 0.7% | -0.2% | -0.6% | 0.4 | 37 | -1.5% | -0.8% | 3.4% | -8.7% | i | 53.3
CCCN(CCC)CCNC(=O)C1CC(=O)N(c2ccc(OC)cc2)C1c1ccc(OC)cc1 (stereo not given) | 0.0% | -1.0% | -0.9% | -0.5 | 79 | -2.5% | 17.4% | 5.3% | 4.2% | i | 46.8
Brc1ccc(-c2nnc3n2-c2ccccc2CC3)cc1 | 2.7% | 2.3% | -0.1% | -0.4 | 42 | -6.2% | 3.0% | 13.0% | 5.3% | nt | nt
O=S(=O)(/N=C(/Nc1cccc2ccccc12)c1ccccc1)c1ccc(Br)cc1 | 5.9% | 2.7% | 0.8% | 2.8 | 57 | -7.1% | 1.4% | 7.0% | 11.3% | i | 28.6
CC(C)c1ccc(C(=O)NCCCN2CCN(CCCNC(=O)c3ccc(C(C)C)cc3)CC2)cc1 | 6.8% | ? | -2.0% | 0.1 | 59 | 0.0% | 3.4% | 7.7% | 7.0% | i | 33.2
CC(C(=O)NC1CC1)c1ncc(C(F)(F)F)cc1Cl (stereo not given) | 0.1% | -0.6% | -0.1% | 0.2 | 38 | 1.5% | 6.3% | -12.5% | 1.3% | i | 51.5
CC(c1ccon1)N(C)C(=O)CCc1nnc(C2(c3ccc(Cl)cc3)CCC2)o1 (stereo not given) | 0.4% | -0.5% | -0.2% | 1.1 | 42 | -8.5% | 0.1% | -8.5% | 2.8% | i | 7.1
Cc1cccc(OCC(=O)Nc2ccc(N3CCCC3)cc2)c1C | 7.3% | 1.8% | 0.2% | 2.0 | 55 | -4.1% | 3.7% | -18.4% | 7.0% | i | 23.7
O=c1cc(O)c(-c2ccc(Cl)c(Cl)c2)c(Cl)[nH]1 | 0.1% | ? | nt | -0.9 | 82 | -11.8% | -0.4% | 25.9% | 9.0% | i | 63.2
COc1cc(C#N)ccc1OCC(=O)NCCC1=CCCCC1 | 1.0%[50 µM] | 1.0% | nt | 0.9 | 67 | 1.8% | nt | nt | 5.1% | i | 28.8
N#Cc1ccccc1NC(=O)c1cccc(COc2ccc(Cl)cc2Cl)c1 | 4.2% | 2.0% | -0.6% | 5.2 | 52 | 1.4% | -13.8% | 2.0% | 8.4% | i | 37.7
Cc1ccc2c(c1)c(-c1ccccc1)nc1nncn12 | 0.0% | 0.6% | 0.0% | 0.8 | 58 | 0.0% | -6.5% | 0.1% | 12.0% | i | 37.1

Assay outcomes as filed in PubChem BioAssay.

Rows were taken by chance. Share with any hit: about 1.5%.
